Screening results deposited in PubChem BioAssay by National Center for Advancing Translational Sciences (NCATS).
aSyn yeast inh: rescues yeast growth from alpha-synuclein toxicity; Yeast expressing alpha-synuclein, growth rescue, BacTiter-Glo, 24 h; Potency, µM (doses to about 46.1 µM), without a hit: top-dose growth rescue (activation), hits mostly activators; 370,000 tested, 0.14% active; AID 652106; note: % of control where 0% means no effect; nearly all actives have a fitted effect of over 65% in size
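Galactose-induced alpha-syn yeast (OD600=0.02, raffinose-pregrown) + pinned cpd, 24 hr, 30 deg C; growth by BacTiter-Glo luminescence. Growth restoration scores as activation.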
EPAC1 antag: EPAC1 (human) antagonism. O95398. EPAC1 GEF assay, Rap1b-BODIPY-GDP exchange fluorescence. Potency, µM (highest dose often 115 µM), for inactives: at the top dose activity change, negative = inhibition, usual class: inhibitors. 360,000 tested, 0.14% active;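 note: plate controls were vehicle for no effect and positive control for full effect; nearly all actives have a fitted effect of over 50% in size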
TDP-43 yeast inh: rescues yeast growth from TDP-43 toxicity. AID 652104. Potency, µM (series often up to 46.1 µM), for the others: top-dose growth rescue (activation), usual class: activators. TDP-43 expressing yeast growth rescue, BacTiter-Glo, 24 h. 410,000 tested, 1.8% active; note: % of control where 0% means no effect; nearly all actives have a fitted effect of over 50% in size
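Growth rescue of TDP-43-toxic yeast measured as ATP luminescence (BacTiter-Glo). Cells grown to mid-log in raffinose, induced in galactose at OD600=0.02, exposed to compound 24 hr at 30 deg C.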
EPAC2 ag: activates human EPAC2 exchange factor; 360,000 tested, 0.079% active; Q8WZA2; EPAC2 activation, biochemical qHTS; response scale: 100% = 6.5 mM cAMP response; Potency, µM (titrated, usually from 154 µM), for inactives: at the top dose activation, usual class: activators; note: nearly all actives have a fitted effect of over 50% in size
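Readout is BODIPY fluorescence (480 nm excitation, 540 nm emission), which falls as labeled GDP is exchanged off Rap1B. EPAC2 at 100 nM acted on 250 nM RAP1B-BODIPY-GDP with 50 uM GDP present.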
EPAC1 ag: EPAC1 (human) agonism | O95398 | EPAC1 agonist qHTS, biochemical assay; response scale: 100% = response to 6.5 mM cAMP | Potency, µM (top dose mostly 154 µM), for inactives: at the highest dose activation, hits mostly activators | 360,000 tested, 0.073% active; note: nearly all actives have a fitted effect of over 60% in size
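Multi-concentration qHTS readout: loss of Rap1B-bound BODIPY-GDP fluorescence driven by 100 nM EPAC1 with excess GDP (50 uM), monitored kinetically at room temperature; agonist response expressed relative to 6.5 mM cAMP.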
PTHR1 ag: PTHR1 (human) receptor agonism | Q03431 | HEK293 GP2 PTHR1 cells, GloSensor cAMP luminescence, 1 h | Potency, µM (titrated, usually from 115 µM), for inactives: at the top dose activation, hits mostly activators | 410,000 tested, 0.075% active; note: nearly all actives have a fitted effect of over 55% in size; some results filed as inactive show a strong effect at the top dose; inactives centre near -15; many of its hits are not listed in these tables
Target sequence (Q03431 whole entry, looked up): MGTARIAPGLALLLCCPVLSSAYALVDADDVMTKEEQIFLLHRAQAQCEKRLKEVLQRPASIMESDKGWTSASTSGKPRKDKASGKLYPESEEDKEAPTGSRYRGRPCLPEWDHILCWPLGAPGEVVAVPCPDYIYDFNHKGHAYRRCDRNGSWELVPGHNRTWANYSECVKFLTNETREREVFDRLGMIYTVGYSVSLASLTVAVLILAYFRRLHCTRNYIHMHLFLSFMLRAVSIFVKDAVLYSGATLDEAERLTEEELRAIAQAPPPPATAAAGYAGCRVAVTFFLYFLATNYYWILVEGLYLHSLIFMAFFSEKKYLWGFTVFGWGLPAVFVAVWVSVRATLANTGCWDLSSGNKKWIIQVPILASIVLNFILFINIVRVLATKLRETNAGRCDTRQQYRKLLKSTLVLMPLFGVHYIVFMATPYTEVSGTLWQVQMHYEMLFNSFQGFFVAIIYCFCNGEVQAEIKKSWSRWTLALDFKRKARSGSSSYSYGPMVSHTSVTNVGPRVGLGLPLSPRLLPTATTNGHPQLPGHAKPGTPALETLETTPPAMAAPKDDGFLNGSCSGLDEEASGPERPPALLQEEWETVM
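HEK-293-derived GP2 cells expressing PTHR1 and a GloSensor cAMP reporter, 3,000/well, plated overnight, given luciferin plus IBMX (each 0.5 mM as added) for 1 h at 37 °C, then compound for 1 h at 37 °C. Luminescence was read after 15 min at room temperature.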
FUS yeast rescue: FUS proteinopathy suppression in yeast. S. cerevisiae FUS-expressing, growth rescue, OD600, 24 h. Potency, µM (doses to about 76.6 µM), for the others: at the top dose growth rescue (activation), hits mostly activators. 390,000 tested, 0.24% active. AID 1347120;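 note: plate controls were DMSO vehicle for no effect and reference control for full effect; nearly all actives have a fitted effect of over 55% in size; some results filed as inactive show a strong effect at the top dose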
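Compound concentration series was pinned onto galactose-induced FUS-expressing yeast seeded at OD 0.005. Plates sat 24hr at 30C; absorbance at 600 nm gave growth. DMSO served as background control.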
EPAC2 antag: EPAC2 (human) antagonism; Potency, µM (doses to about 114 µM), for the others: at the highest dose activity, negative = inhibition, hits mostly inhibitors; EPAC2 GEF exchange of Rap1B-BODIPY-GDP, fluorescence; AID 720708; 360,000 tested, 0.18% active; Q8WZA2; note: % is set by controls: 0 for no effect and ±100 for the full control effect; nearly all actives have a fitted effect of over 45% in size; many of its hits are not listed in these tables
* = called active by the depositor; i = inactive; u = inconclusive; x = not tested or not shown; [ ] = another dose, or the depositor's remark. Calls come from the whole dose curve; as a rule, active = well fitted curve in the direction sought with a large enough effect; inconclusive = small, poorly fitted or top-dose-only effect, or another doubt; inactive = no such curve, though single readings can be large; an effect the other way counts as inactive or inconclusive. Potency is the fitted concentration of half-maximal effect. These rows are one share of the data; count on the stated rates, not on these rows.

SMILES | aSyn yeast inh | EPAC1 antag | TDP-43 yeast inh | EPAC2 ag | EPAC1 ag | PTHR1 ag | FUS yeast rescue | EPAC2 antag
COc1ccc(CCNc2ncnc3c2nnn3Cc2ccccc2)cc1OC | -1% | -21% | -1% | 10% | 3% | 6% | 9% | -16%
CN1C(=O)C2(OCC(COc3ccc(Cl)cc3)O2)c2ccccc21 (stereo not drawn) | 0% | -2% | u | u | 28% | i | 23% | -10%
COc1ccc(-c2cc(C(F)(F)F)n3nc(C(=O)N(C)Cc4ccccc4)cc3n2)cc1OC | 6% | -16% | 0% | -1% | 4% | -9% | 4% | -12%
CC(=O)Nc1coc2ccc(Br)cc12 | -7% | 1% | u | 2% | -2% | -4% | -16% | 8%
Cc1ccc(O)c(CNc2nccs2)c1 | 2% | -13% | 2% | -5% | 0% | i | -7% | -7%
CCc1noc(C)c1C(=O)OCC(=O)NCCc1ccc(OC)cc1 | 0% | 9% | u | 5% | -2% | -6% | -4% | 0%
O=C1CC(NS(=O)(=O)c2cc(F)ccc2F)CN1c1cccc(F)c1 (stereo not drawn) | 1% | -20% | 1% | 6% | 6% | -11% | 11% | 1%
CCOC(=O)c1c(C)[nH]c(C)c1C(=O)CSc1ncccn1 | 1% | 2% | -11% | 8% | 1% | 11%[57.5 µM] | 14% | 7%
Cc1cc(C)n2c(NC3CCCC3)c(-c3cccnc3)nc2n1 | 0% | 19% | 21% | 3% | 2% | i | -6% | 0%
Cc1cc2c(cc1S(=O)(=O)NCc1ccc(Cl)cc1)OCC(=O)N2 | -2% | -5% | 7% | 5% | 0% | -25% | -14% | -14%
COc1cccc(NC(=S)N2CCN(S(=O)(=O)c3ccc(F)cc3)CC2)c1 | 5% | -18% | -1% | -10% | -3% | i | -23% | 4%
CN(C(=O)c1ccc(NC(=O)Cc2cccc(NC(=O)C3CCN(C(=O)C4CCC4)CC3)c2)cc1)C1CCCC1 | -3% | -25% | 6% | 11% | 2% | -15% | 39% | 6%
CC(C)NC(=O)C1(C)CCCN1C/C=C/c1ccccc1 (stereo not drawn) | -8% | -27% | 9% | 0% | -3% | i | -13% | -2%
COc1ccc(Cn2c(=O)[nH]c3cc(OC)c(OC)cc3c2=O)cc1 | -3% | 1% | -3% | 4% | 8% | -20% | 2% | -1%
CCOC(=O)N1CCC(NC(=O)c2cccc3c2C(=O)N(CCOC)C3)CC1 | 2% | 4% | 20% | 5% | 5% | -16% | -12% | -8%
c1cc2ccc3ccc(CN4CCOCC4)c4ccc(c1)c2c34 | 12% | -2% | -44%[inhibitor] | 17% | 19% | i | 11% | 0%
O=S1(=O)CC(N2CCC(c3ccccc3)CC2)CN1Cc1ccc(F)cc1 (stereo not drawn) | 24% | -7% | u | 22% | 7% | -12% | -4% | 5%
CCCCCCCOC(=O)c1ccc(OC(=O)c2cccnc2)cc1 | 1% | -25% | -7% | -12% | -15% | i | 41% | -27%
COc1cc(C=O)ccc1OCCCCOc1ccccc1[N+](=O)[O-] | 15% | 3% | u | 13% | 3% | i | x | 0%
O=[N+]([O-])c1ccc(O)c(C=NN2CCCCC2)c1 | 1% | 3% | 16% | 14% | -2% | -14% | -22% | 5%

Some of the entries so far, with two lines to a compound.
Screens in order: aSyn yeast inh	EPAC1 antag	TDP-43 yeast inh	EPAC2 ag	EPAC1 ag	PTHR1 ag	FUS yeast rescue	EPAC2 antag
COc1ccc(Cn2c(=O)[nH]c3cc(OC)c(OC)cc3c2=O)cc1
    -3%	1%	-3%	4%	8%	-20%	2%	-1%
CCOC(=O)N1CCC(NC(=O)c2cccc3c2C(=O)N(CCOC)C3)CC1
    2%	4%	20%	5%	5%	-16%	-12%	-8%
c1cc2ccc3ccc(CN4CCOCC4)c4ccc(c1)c2c34
    12%	-2%	-44%[inhibitor]	17%	19%	i	11%	0%
O=S1(=O)CC(N2CCC(c3ccccc3)CC2)CN1Cc1ccc(F)cc1 (stereo not drawn)
    24%	-7%	u	22%	7%	-12%	-4%	5%
CCCCCCCOC(=O)c1ccc(OC(=O)c2cccnc2)cc1
    1%	-25%	-7%	-12%	-15%	i	41%	-27%
COc1cc(C=O)ccc1OCCCCOc1ccccc1[N+](=O)[O-]
    15%	3%	u	13%	3%	i	x	0%
O=[N+]([O-])c1ccc(O)c(C=NN2CCCCC2)c1
    1%	3%	16%	14%	-2%	-14%	-22%	5%

(more compounds)
SMILES | aSyn yeast inh | EPAC1 antag | TDP-43 yeast inh | EPAC2 ag | EPAC1 ag | PTHR1 ag | FUS yeast rescue | EPAC2 antag
O=C(COc1ccc(S(=O)(=O)NC2CCCCC2)cc1)N1CCN(c2ccc(F)cc2)CC1 | 10% | -13% | 20% | 2% | 7% | -30%[inhibitor] | -25% | -6%
Cc1ccc(C)c(OCCC(=O)N2CCN(S(=O)(=O)c3cc(F)ccc3F)CC2)c1 | 0% | -14% | 18µM* | 11% | 3% | -16% | 44% | -4%
CCCN(CCC)CCNC(=O)C1CCCN(S(=O)(=O)c2ccc3c(c2)oc(=O)n3C)C1 (stereo not drawn) | -5% | 1% | -7% | -2% | 7% | i | 8% | 2%
CC1(c2ccc3ccccc3c2)NC(=O)N(CC(=O)N2CCN(c3ccccc3O)CC2)C1=O (stereo not drawn) | 8% | -17% | -2% | 0% | 5% | -29% | u | -18%
O=C(CCC(=O)N1CCOc2ccccc21)NCCCc1ccccc1 | -3% | -11% | 14% | 0% | 4% | i | -15% | 4%
COc1ccc(CC(NC(C)=O)C(=O)NC2CCN(S(=O)(=O)c3ccc(NC(C)=O)cc3)CC2)cc1OC (stereo not drawn) | -17% | 15% | -13% | 1% | -6% | -24% | 23% | 12%
Cc1cccc(CC(=O)NCCN2CCCCC2)c1 | -5% | 4% | -7% | 12% | 10% | 0% | 26% | 9%
CCOc1ccc(C(=O)NCC(=O)N2CCN(c3ccc(C(F)(F)F)cn3)CC2)cc1 | -4%[1.84 µM] | 11% | 15% | 5% | -8% | -28% | -6% | -2%
Cc1ccc(CNC(=S)Nc2ccc(NS(=O)(=O)c3ccc(C)cc3)cc2)cc1 | 1% | 7% | -2% | 4% | -17% | -7% | x | 6%
COc1ccc2c(=O)c(Oc3ccc(C(=O)O)cc3)c(C(F)(F)F)oc2c1 | -1% | 5% | -5% | 0% | 24% | -18% | -7% | -5%
O=S(=O)(/C(=C\c1ccc(C(F)(F)F)cc1)c1nc2ccccc2[nH]1)c1ccccc1 | 12% | 2% | u | -15% | 2% | -27% | 4% | 4%
CN(Cc1ccon1)C(=O)CCc1nnc(CCCCc2ccccc2)o1 | 1% | 6% | 8% | -1% | -15% | -4% | 6% | 8%
S=c1[nH]nc(-c2ccc(Br)o2)n1Cc1ccccc1 | 5% | -6% | 11% | 15% | 8% | 16%[57.5 µM] | 42% | -1%
O=S(=O)(/N=C(\c1ccc(Cl)cc1)N1CCOCC1)c1ccccc1 | 0% | -13% | -7% | 1% | -1% | i | 4% | 3%
O=c1cc(-c2cccc(F)c2)oc2ccccc12 | -3% | 16% | -5% | 8% | 0% | i | 2% | -10%
O=C(Nc1ccccc1)/C(=C/c1ccccc1)NC(=O)c1ccco1 | -16% | 8% | 14% | -1% | 5% | -26% | -7% | -2%
Cc1ccc(CSCC(=O)N(C)CC(=O)Nc2c(Cl)cccc2Cl)cc1 | -1% | 1% | u | -4% | -3% | -21% | 10% | -4%
C[n+]1ccc(/C=N/Nc2nc(Cl)c(C#N)c(Cl)c2Cl)cc1 | -36%[inhibitor] | -16% | -13% | -2% | -4% | -14% | -5% | -22%
COCCCn1c(=O)c2sccc2n2c(CCCC(=O)NCc3ccccc3)nnc12 | -5% | -6% | -32%[inhibitor] | 2% | 11% | i | -4% | -1%
COc1ccc(CCN(C)C(=O)CCNS(=O)(=O)c2ccccc2C(F)(F)F)cc1OC | 2% | -25% | 3% | 8% | 2% | i | 6% | 2%
CC(C)C(=O)Nc1ccccc1C(=O)N/N=C/c1ccc([N+](=O)[O-])cc1 | -5% | -10% | 7% | 6% | 0% | -38%[inhibitor] | 4% | 5%
CCn1c(=O)c2c(n3cnnc13)-c1ccccc1CC21CCCCC1 | -2% | -1% | -9% | -14%[15.6 µM] | 6% | -7%[57.5 µM] | -18% | -23%
CC(=O)NC(NC(=S)Nc1ccc(N=Nc2ccccc2)cc1)C(Cl)(Cl)Cl (stereo not drawn) | -2% | -1% | 11% | 3% | 3% | -34% | 2% | -5%
[N-]=[N+]=NC[C@H](Cc1ccccc1)N1CC[C@@H](OCc2ccccc2)CCC1=O | -1% | -12% | 15% | 7% | -14% | i | -7% | -6%
O=S(=O)(c1ccccc1)N1CCN(S(=O)(=O)c2ccccc2)C1 | 8% | -11% | 22% | 3% | 2% | -5% | x | -1%
Cc1nc(-c2ccccc2)nc2[nH]ccc(=O)c12 | 1% | 0% | 0% | -7% | 0% | -5% | 4% | 6%
CCOC(=O)C1CN(C(C)(C)C)C(=O)C1=O (stereo not drawn) | 0% | 6% | -17% | 12% | 14% | u | -15% | -4%
O=[n+]1cc(-c2cccc3ccccc23)n([O-])c2c1CCC2 | -5% | 5% | 8% | 0% | 0% | i | -14% | -4%
CCOCCCn1c(=S)[nH]c2cc(C(=O)N3CCC(C(N)=O)CC3)ccc2c1=O | 6% | -15% | -12% | -4% | 0% | -3%[57.5 µM] | 27% | 1%
COc1cccc(C(=O)Oc2cc(C)[nH]c(=O)c2[N+](=O)[O-])c1OC | 1% | -4% | 11% | 15% | 5% | -7% | -32% | 4%
